# Pf apPOL inh: Pf-apPOL DNA polymerase inhibition. inhibition, % at 10 µM. Recombinant Pf-apPOL, molecular beacon fluorescence, 1.5 h. 210,000 tested, 0.25% active
# mHTT-CaM PPI inh: disrupts binding of mutant huntingtin to calmodulin | P42858 | AlphaScreen His-mHTT/GST-CaM binding, luminescence | inhibition, % at 15 µM | 190,000 tested, 3.6% active | AID 1671202;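 further: 0% = both proteins with DMSO and 100% = one protein alone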
# Starred values were filed as active, the others as inactive; x = not tested or not shown; & = joins results of further samples. No stated cut-off is given here; in the data, active means inhibition above about 50%; inactive means the rest.
# A first look (five entries):
1. Cc1nc(C2CCN(C(=O)CCc3ccccc3)CC2)n[nH]1
2. CC(=O)N1CCCc2ccc(NC(=O)c3ccc(F)cc3)cc21
3. O=C(Cn1nc2c(cc1=O)CCCC2)Nc1cc(C(F)(F)F)ccc1Cl
4. CC(C)N1C(=O)C(CC(=O)NCc2ccccc2)SC1=Nc1ccccc1 (centres undefined)
5. COc1ccc(OC)c(NC2=NS(=O)(=O)c3ccccc32)c1
Assay by compound	1	2	3	4	5
Pf apPOL inh	18	-1	-6	-1	0
mHTT-CaM PPI inh	6	-1	3	-5	8

# This part in full (from the top)
1. Cc1nc(C2CCN(C(=O)CCc3ccccc3)CC2)n[nH]1
2. CC(=O)N1CCCc2ccc(NC(=O)c3ccc(F)cc3)cc21
3. O=C(Cn1nc2c(cc1=O)CCCC2)Nc1cc(C(F)(F)F)ccc1Cl
4. CC(C)N1C(=O)C(CC(=O)NCc2ccccc2)SC1=Nc1ccccc1 (centres undefined)
5. COc1ccc(OC)c(NC2=NS(=O)(=O)c3ccccc32)c1
6. CCC(=O)N1c2ccc(S(=O)(=O)N3CCC(C)CC3)cc2CC1C (centres undefined)
7. Cc1cc(=O)oc(C)c1C(=O)NCCc1ccc(Cl)cc1
8. FC(F)(F)Oc1ccc(-c2nnc(-c3ccncc3)o2)cc1
Assay by compound	1	2	3	4	5	6	7	8
Pf apPOL inh	18	-1	-6	-1	0	5	-12	-54
mHTT-CaM PPI inh	6	-1	3	-5	8	0	24	x

9. O=C(NCC1CCN(Cc2ccco2)CC1)C(=O)Nc1ccc(F)c(Cl)c1
10. CN(CCc1ccncc1)C(=O)C1CCN(c2cnn(Cc3ccccc3)c(=O)c2)CC1
11. O=C(O)CCCCCN1C(=O)C(=Cc2ccc3c(c2)OCO3)SC1=S
12. O=C(NCCC1=CCCCC1)c1ccncc1
13. COc1ccc(Br)cc1/C=C1N=C(/C=C/c2ccccc2)OC/1=O
14. COc1cc(OC)c(C2c3c(oc4ccccc4c3=O)C(=O)N2C)cc1OC (centres undefined)
15. Cc1cccc(S(=O)(=O)Nc2cccc(Cl)c2)c1
16. COc1ccc(C2=NN(CN3C(=O)C(=O)c4ccccc43)C(c3ccccc3Cl)C2)cc1 (centres undefined)
Assay by compound	9	10	11	12	13	14	15	16
Pf apPOL inh	-5	-12	14	2	-3	-9	-7	5
mHTT-CaM PPI inh	-5	-8	52*	-3	3	2	-14	76*

17. Cc1cccc2nnc(N3CCCC(C(=O)N4CCN(c5ccccc5)CC4)C3)n12 (centres undefined)
18. CNC(=O)C(C1CCCC1)N1CCN(C(=O)c2cccc(Cl)c2)CC1 (centres undefined)
19. COc1cc(OC)c(NC(=O)c2ccc([N+](=O)[O-])cc2)cc1Cl
20. O=C(Cc1ccc(Cl)cc1)NC1CCN(c2ccc(F)cc2)C1=O (centres undefined)
21. CCOc1ccc(C(=O)N2CCN(c3ccccc3)CC2)cc1
22. NC1=NNC(=O)C1=Cc1cc([N+](=O)[O-])ccc1N1CCOCC1
23. O=S(=O)(Nc1cccnc1)c1cccc(S(=O)(=O)c2ccc(Cl)c(Cl)c2)c1
24. CCOC(=O)Oc1ccc2c(=O)c(-c3ccccc3OC)c(C(F)(F)F)oc2c1
Assay by compound	17	18	19	20	21	22	23	24
Pf apPOL inh	-1	0	-3	-4	-8	2	0	-4
mHTT-CaM PPI inh	15	3	7	3	-3	x	6	-1

25. COc1ccc(OCC2CN(Cc3ccccc3)S(=O)(=O)CCO2)cc1 (centres undefined)
26. COc1cc2c(cc1OC)C(COc1ccc(C(C)C)cc1)N(C(=O)C13CC4CC(CC(C4)C1)C3)CC2 (centres undefined)
27. COc1ccc(OC)c(CNC(=O)c2ccc3c(c2)N(C)C2CCCCN2C3=O)c1 (centres undefined)
28. Cc1cc(C(=O)NC2CCN(Cc3c(F)cccc3Cl)CC2)nn1-c1ccccc1
29. CC1CCN(Cc2nc(C(=O)NCc3cccc(F)c3)co2)CC1
30. COc1cc2c(cc1OC)C(C(=O)NCc1ccco1)C(c1ccc(SC)cc1)N(C)C2=O (centres undefined)
31. CCCc1ccc(OCC(=O)Nc2cc([N+](=O)[O-])ccc2C)cc1
32. Cc1cc(C)n2nc(SCC(=O)N3CCN(c4ccccn4)CC3)nc2n1
Assay by compound	25	26	27	28	29	30	31	32
Pf apPOL inh	4	-2	-9	-14	-10	-1	-5	-13
mHTT-CaM PPI inh	1	7	5	x	1	45	-3	2

33. Cc1nc2c(C(=O)NCCc3ccccc3)c[nH]n2c(=O)c1Cl
34. Cc1cccc(C(=O)N2CCN(c3ccc([N+](=O)[O-])c(NC4CC4)c3)CC2)c1
35. CCN1CCN(C(=O)CC2c3ncccc3C(=O)N2c2cccc(C)c2)CC1 (centres undefined)
36. COc1ccc(-c2nc3s/c(=C\c4cc(C)c(O)c(C)c4)c(=O)n3n2)cc1
37. OC(CSc1nccc(-c2ccc3c(c2)OCCO3)n1)C(F)(F)F (centres undefined)
38. C=C(C)C1CC=C(CNc2ccc(OC)c(OC)c2)CC1 (centres undefined)
39. C(=NN=Cc1cccc(OCc2ccccc2)c1)c1cccc(OCc2ccccc2)c1
40. CC(C)CNC(=O)N1CC(C(=O)N2CCCCC2)C2(CCOCC2)C1 (centres undefined)
Assay by compound	33	34	35	36	37	38	39	40
Pf apPOL inh	-9	6	-4	14	1	-6	-12	2
mHTT-CaM PPI inh	16	38	0	6	x	86*	x	2

41. O=C(NCc1ccco1)C1CCC(N2C(=O)c3ccccc3C2=O)CC1 (centres undefined)
42. CC(=O)N1CCc2ccccc21
43. O=C(CSc1nnc(Cc2ccc(Cl)cc2)n1-n1cccc1)Nc1nccs1
44. Cc1ccc(CCNC(=O)c2csc3c2CCCCC3)cc1
45. CC1=NS(=O)(=O)N(C)C=C1C(=O)OCc1ccccc1C
46. COc1ccc(CC(=O)Nc2ccc(NC(=O)c3ccc(Br)cc3)cc2)cc1OC
47. O=C(O)CCC(C(=O)O)N1C(=O)C(=Cc2ccco2)SC1=S (centres undefined)
48. O=C1CC(c2ccco2)Sc2ccccc2N1Cc1cccc(F)c1 (centres undefined)
Assay by compound	41	42	43	44	45	46	47	48
Pf apPOL inh	-36	0	-13	-2	-4	-5	41	2
mHTT-CaM PPI inh	2	x	-8	-1	-17	-1	1	4

49. O=C(NCc1ccc(N2CCCCC2)nc1)c1cccs1
50. COc1ccc(NC(=O)C(=O)NC(C)C)c(OC)c1
51. COc1ccccc1NC(=O)c1c(NCc2ccccn2)sc2c1CCC(C)C2 (centres undefined)
52. COc1nn(C)cc1C(=O)Nc1nc(-c2cc3ccccc3o2)cs1
53. O=C1OC(Nc2ccc(Cl)cc2C(F)(F)F)c2ccccc21 (centres undefined)
54. CCn1c(SCC(=O)Nc2ccc(Br)cc2)nc(O)cc1=O
55. O=C1Oc2ccccc2C(=O)C1=CN1CCN(c2ccccn2)CC1
56. Cc1ccccc1N1C(=O)c2c(C)nc3ccccc3c2C1=O
Assay by compound	49	50	51	52	53	54	55	56
Pf apPOL inh	1	1	-16	-6	10	-1	-2	-2
mHTT-CaM PPI inh	20	-4	46	-9	-3	23	2	18

57. COc1ccccc1NC1=CC(=NS(=O)(=O)c2ccc(Cl)cc2)c2ccccc2C1=O
58. CC(=O)N1CCCC(c2ccnc(-c3cccc(F)c3)n2)C1 (centres undefined)
59. COc1cccc(S(=O)(=O)N2CCc3nc[nH]c3C2)c1
60. O=C(NCCc1cccs1)c1cc2n(n1)CCCN(Cc1ccc(F)cc1)C2=O
61. COc1cccc(/C=C2/N=C(c3ccc(C(C)(C)C)cc3)OC2=O)c1OC
62. COc1ccc(CN2CCN(C(=O)c3cc(OC)c(OC)c(OC)c3)CC2)cc1OC
63. Cc1ccc(NC(=O)CSc2nc3[nH]ncc3c(=O)n2-c2ccc(Cl)cc2)cc1Cl
64. O=C(Nc1ncc(Cc2ccc(F)cc2)s1)c1ccccc1[N+](=O)[O-]
Assay by compound	57	58	59	60	61	62	63	64
Pf apPOL inh	4	-8	0	21	-6	-2	-2	-1
mHTT-CaM PPI inh	94*	4	2	-10	-4	-5	25	9

65. COc1ccc(C2SCCN2S(=O)(=O)c2ccc(Cl)cc2)cc1[N+](=O)[O-] (centres undefined)
66. Cc1ccc(C)c(N2CCN(C(=O)C3c4ccccc4CCN3C(=O)C3CC3)CC2)c1 (centres undefined)
67. CSc1ccc(C2SCC(=O)N2c2cccc(F)c2)cc1 (centres undefined)
68. O=C(c1n[nH]c2c1CCCCCC2)N1CCc2c(nc3cc(-c4ccccc4)[nH]n3c2=O)C1
69. CS(=O)(=O)N(CC(=O)N1CCN(c2ccccc2F)CC1)c1ccccc1
70. CCOc1ccc(-n2nc(C(=O)Nc3ccc(C)c(F)c3)c3ccccc3c2=O)cc1
71. COc1ccc([N+](=O)[O-])cc1NC(=O)C(Cl)(Cl)Cl
72. Brc1ccccc1-c1nc(-c2cccnc2)no1
Assay by compound	65	66	67	68	69	70	71	72
Pf apPOL inh	-2	-2	-1	0	-10	-7	-2	-4
mHTT-CaM PPI inh	9	57*	-12	19	-2	-14	-1	-18

73. Cc1ccc(-n2cnc(N)c2C(=O)c2ccc([N+](=O)[O-])cc2)cc1
74. CC(=O)C(C=Nc1cc(C(F)(F)F)cc(C(F)(F)F)c1)=C(C)O
75. Cc1cc(Nc2ccc(C(=O)O)cc2)c2cc(Cl)ccc2n1
76. Cc1cc(C)c(S(=O)(=O)NCC2CCC(C(=O)NCc3cccnc3)CC2)c(C)c1 (centres undefined)
77. O=C(CC(c1ccccc1)c1ccccc1)N1CCN(c2ccc([N+](=O)[O-])cc2)CC1
78. Cc1cc(C(=O)NCCCn2ccnc2)ccc1[N+](=O)[O-]
79. CCC1(C)Cc2c(sc3c2c(=O)n(C)c2nnc(SCCc4ccccc4)n32)CO1 (centres undefined)
80. COc1ccc(NC(=O)Cn2c(C)c(C=O)c3ccccc32)cc1
Assay by compound	73	74	75	76	77	78	79	80
Pf apPOL inh	5	-3&-7	-12	-6	-3	6	-3	-1
mHTT-CaM PPI inh	-3	x	2	17	1	-2	-3	-2

81. CC(=O)c1cccc(NC(=O)CSc2nnnn2-c2ccccc2Cl)c1
82. Cc1ccc(CN2CCSCC2)cc1
83. Cc1cnc(NC(=O)Nc2ccccc2)s1
84. CCOc1ccc(N2CC(C(=O)NCCOC)CC2=O)cc1 (centres undefined)
85. CC(=O)CSCc1ccco1
86. CN1c2ccccc2C(C)(C)C12C=Cc1cc([N+](=O)[O-])ccc1O2 (centres undefined)
87. CC(C)(C)c1ccc(O)c(N=C/C=C/c2ccc([N+](=O)[O-])cc2)c1
88. COc1cc(/C=C(\C#N)c2nc3ccccc3[nH]2)ccc1OCC#N
Assay by compound	81	82	83	84	85	86	87	88
Pf apPOL inh	-7	1	-5	-1&4	x	-6	-5	0
mHTT-CaM PPI inh	2	1	-2	-23&-4	1	-4	31	12

89. COc1ccc(-c2nc(S(=O)(=O)c3ccc(Cl)cc3)c(NCc3ccco3)o2)cc1
90. Cc1cc2c(C)nc(-c3ccccc3)nc2o1
91. O=C(Cc1cccc(F)c1)N1CCC(Nc2cccn3ncnc23)CC1
92. COc1nn(C)cc1C(=O)Nc1cc(C(F)(F)F)ccc1Cl
93. CCOC(=O)C1CCN(C(=O)c2cc([N+](=O)[O-])ccc2Oc2ccc(OC)cc2)CC1
94. O=C(O)C1CCCCC1C(=O)Nc1ccc2c(c1)OCCO2 (centres undefined)
95. CCCCN1C(=O)N(c2nnc(C(C)(C)C)s2)C(O)C1c1ccc(Cl)c(Cl)c1 (centres undefined)
96. CNC(=O)C1CN(C(=O)c2ccc3ccccc3n2)CC12CCCC2 (centres undefined)
Assay by compound	89	90	91	92	93	94	95	96
Pf apPOL inh	1	1	-5	3	-10	-2	1	1
mHTT-CaM PPI inh	-1	-12	8	-3	x	-3	x	0

97. C=CCn1c(SCc2ccc(C(=O)NCCO)cc2)nc2ccccc2c1=O
98. CCCc1nc2cccnc2n1C1CCN(C(=O)c2ccccc2OCC)C1 (centres undefined)
99. O=C(NC1CC1)c1ccc(OCC2CCCN(C(=O)c3ccccc3F)C2)cc1 (centres undefined)
100. Cc1cc2nn(-c3ccc(Cl)cc3)nc2cc1NC(=O)C(C)C
101. COc1ccc(OC)c2c(NCCCN3CCOCC3)cc(C(F)(F)F)nc12
102. COc1cccc(CNc2cccc(F)c2)c1
103. COc1nn(C)cc1C(=O)N1CCC(C(=O)Nc2cc(C)on2)CC1
104. COc1cccc(-c2nc(C3CCN(C(=O)COc4ccccc4C)CC3)no2)c1
Assay by compound	97	98	99	100	101	102	103	104
Pf apPOL inh	0	-2	2	-7	6	-14	-1	4
mHTT-CaM PPI inh	6	7	8	3	9	-34	-15	26

105. O=S(=O)(Nc1ccc(F)c(F)c1)c1cccs1
106. O=C(CSc1nnc(NC(=O)c2ccc([N+](=O)[O-])cc2)s1)c1ccc(Cl)cc1
107. O=C(NCCCN1CCCC1)C1CCN(c2nn3c(=O)c4c(nc3s2)CCCC4)CC1
108. O=[N+]([O-])c1ccc(-c2csc(N3CCCC3)n2)cc1
109. Cc1cccc(NC(=O)c2cc3c(CO)cnc(C)c3oc2=Nc2ccc(C#N)cc2)c1
110. COCCCN1CCC2(CCC(c3ccccc3)CC2)C1=O (centres undefined)
111. Cc1ccccc1C1C=C(c2ccc(Br)s2)Nc2ncnn21 (centres undefined)
Assay by compound	105	106	107	108	109	110	111
Pf apPOL inh	-7	-20	-6	-2	6	-4	-8
mHTT-CaM PPI inh	-3&-5	0	12	-2	5	-16	11
